Tn7 DDE FP = DD(E)-Tn7 binding inhibition, primary FP screen | P02675 | FP displacement of FITC-Tn7 peptide from fibrin DD(E); 0% = median of compound wells per plate | inhibition, % at 8.3 µM | 0.13% of 370,000 active;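 active = inhibition above the mean of compounds falling within the control limits plus 3 SD of them, cut at about 14% in these data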;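 also: 0% = plate median of compound wells and 100% = 10 µM Aha-Tn7 peptide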
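assay system = human clot-derived fibrin DD(E) complex | quantity = Fibrin-DD(E) at 2 µM final | timing = 10 min preincubation, 3 h with tracer, room temperature | signal = fluorescence polarization | measure = percent inhibition | benchmarks = high control wells with 10 µM unlabelled Aha-Tn7 peptide (full inhibition) | replicates = singlicate testing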
UHRF1 MBD2 ctr = human UHRF1 methylated DNA binding inhibitors. Q96T88. UHRF1 binding to methylated oligo, TR-FRET. inhibition, % at 4.4 µM. 0.75% of 370,000 active. AID 687016; in the data active = inhibition above about 21%;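 also: UHRF1 SRA domain binding a hemimethylated CpG hairpin DNA probe; 0% = median of test compound wells and 100% = reference inhibitor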
ASAP1 GAP inh = blocks human ASAP1-stimulated Arf1 GTP hydrolysis | GDP FP detection | 0.19% of 360,000 active | inhibition, % at 16.5 µM | Q9ULH1 | AID 624377; in the data active = inhibition above about 25%;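 also: 0% = vehicle with enzyme and substrate and 100% = no enzyme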
KLK7 zymogen act = activators of human kallikrein-7 zymogen; P49862; purified proKLK7, EDANS-DABCYL substrate fluorescence; 100% is mature enzyme control, 0% vehicle; activation, % at 7 µM; 0.9% of 370,000 active;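 active = activation above the mean of all tested compounds plus 3 SD, computed per campaign excluding outliers beyond control limits, cut at about 13% in these data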
ARFGAP1 inh = rat ARFGAP1 inhibition; Arfgap1-stimulated ARF1 GTP hydrolysis, GDP FP detection; 0.26% of 360,000 active; AID 651572; inhibition, % at 16.5 µM;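 active = inhibition above a per-plate limit, mean inhibition of low control wells plus 3 SD, cut at about 25% in these data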;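 also: 0% = DMSO wells with enzyme and 100% = wells lacking Arfgap1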
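material = rat Arfgap1 catalytic domain, aa 1-136 | also added = human ARF1(Δ1-17)-GTP substrate | compound dosing = one concentration, 16.5 µM, DMSO 1.26% | times = GTP hydrolysis reaction 2 h at 25 °C | measured by = FP, GDP Alexa 633 tracer displaced from anti-GDP antibody, 620/688 nm | evaluation = percent inhibition of Arfgap1-stimulated GTP hydrolysis | replication = single well per compound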
sPLA2-III inh = Inhibits HGIII-sPLA2 liposome hydrolysis, primary screen; Q9NZ20; QFRET BODIPY PC-A2 liposome hydrolysis, fluorescence; inhibition, % at 12.2 µM; 0.56% of 370,000 active;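 active = inhibition above mean plus 3 SD of compounds lying within the high and low control bounds, cut at about 19% in these data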;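 also: 0% = median of test compound wells and 100% = no enzyme DMSO wells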
PLC-beta3 inh = blocks human PLC-beta3 enzyme activity. Q01970. Purified PLC-beta3, fluorogenic substrate, fluorescence. inhibition, % at 12.2 µM. 0.18% of 370,000 active; in the data active = inhibition above about 11%;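 also: 0% = median of compound wells on plate and 100% = full blocker control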
Target sequence (Q01970 whole entry, looked up): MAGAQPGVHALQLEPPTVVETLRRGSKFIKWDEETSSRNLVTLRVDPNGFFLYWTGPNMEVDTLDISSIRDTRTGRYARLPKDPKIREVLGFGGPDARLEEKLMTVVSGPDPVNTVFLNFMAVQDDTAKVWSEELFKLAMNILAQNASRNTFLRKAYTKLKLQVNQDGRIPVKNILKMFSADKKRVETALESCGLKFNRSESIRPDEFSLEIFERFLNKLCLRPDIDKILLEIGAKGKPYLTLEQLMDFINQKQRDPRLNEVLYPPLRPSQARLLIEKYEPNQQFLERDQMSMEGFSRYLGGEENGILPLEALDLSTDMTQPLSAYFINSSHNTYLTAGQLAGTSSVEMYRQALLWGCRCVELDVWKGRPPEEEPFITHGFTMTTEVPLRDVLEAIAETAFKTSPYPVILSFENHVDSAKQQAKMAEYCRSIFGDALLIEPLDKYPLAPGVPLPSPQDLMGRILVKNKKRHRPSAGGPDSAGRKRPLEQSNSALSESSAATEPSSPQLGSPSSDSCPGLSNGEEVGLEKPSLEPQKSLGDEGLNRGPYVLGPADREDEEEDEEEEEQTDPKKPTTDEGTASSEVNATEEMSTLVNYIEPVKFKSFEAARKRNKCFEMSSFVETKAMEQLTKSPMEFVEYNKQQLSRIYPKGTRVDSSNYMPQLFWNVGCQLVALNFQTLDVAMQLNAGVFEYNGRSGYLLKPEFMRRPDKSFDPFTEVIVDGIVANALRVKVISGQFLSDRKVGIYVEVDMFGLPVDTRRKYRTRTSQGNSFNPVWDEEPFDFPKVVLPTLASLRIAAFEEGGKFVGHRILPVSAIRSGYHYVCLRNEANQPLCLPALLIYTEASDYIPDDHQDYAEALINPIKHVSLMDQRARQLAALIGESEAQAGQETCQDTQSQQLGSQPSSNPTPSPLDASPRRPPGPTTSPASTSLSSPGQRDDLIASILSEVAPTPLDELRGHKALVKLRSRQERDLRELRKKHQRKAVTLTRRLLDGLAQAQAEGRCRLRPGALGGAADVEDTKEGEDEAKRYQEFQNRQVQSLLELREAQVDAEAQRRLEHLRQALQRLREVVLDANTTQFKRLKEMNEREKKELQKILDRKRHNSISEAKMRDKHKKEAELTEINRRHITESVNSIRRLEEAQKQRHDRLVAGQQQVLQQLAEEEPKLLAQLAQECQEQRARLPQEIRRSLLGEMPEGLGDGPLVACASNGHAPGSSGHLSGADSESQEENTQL
PLCg1 inh = inhibitors of human phospholipase C gamma1; P19174; purified PLC-gamma1, fluorogenic substrate, fluorescence; inhibition, % at 12.2 µM; 0.84% of 370,000 active; in the data active = inhibition above about 9.5%
NR1D1 modulator = modulates human Rev-erb alpha binding to DNA. 0.79% of 370,000 active. activity, % at 10 µM. AID 1259318. Rev-erbα–FITC-DNA binding, fluorescence polarization, 90 min. P20393;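 active = activity above about 14%, limit read from the data; passing the limit was not always enough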;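 also: 0% = DMSO wells with 35 nM protein and 100% = DMSO wells with 750 nM protein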
DDE Tn6 FP inh = DD(E)-Tn6 binding inhibition, primary FP screen | Fibrin DD(E) TRITC-Tn6 fluorescence polarization displacement | inhibition, % at 8.3 µM | 0.21% of 370,000 active;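 active = inhibition above a per-campaign cutoff: mean of compounds within control limits plus 3 SD, cut at about 15% in these data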;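 also: 0% = median of all compound wells on the plate and 100% = blocking peptide control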
* marks the source's active call; other numbers are inactive results; . = no result given.

1. Cc1ccc(OCCN2CCCCCC2)c(C)c1
2. O=C(NC1CCS(=O)(=O)C1)c1ccccc1C(=O)c1ccccc1 (stereo not given)
3. CC(OC(=O)c1ccc([N+](=O)[O-])cc1)C(=O)NCC1CCCCC1 (stereo not given)
4. CC(CCN1CCC(C(O)(c2ccccc2)c2ccccc2)CC1)Oc1cccc(F)c1 (stereo not given)
5. COCCC(=O)N1CCCC(C(=O)c2ccccc2SC)C1 (stereo not given)
6. C[C@H](CCC(=O)NCC(=O)O)[C@H]1CC[C@H]2C3[C@H](O)C[C@@H]4C[C@H](O)CC[C@]4(C)[C@H]3C[C@H](O)[C@]12C (stereo not given in full)
7. O=C(N/N=C/c1cccc(F)c1)c1ccc(Cl)cc1
8. CN(C)N(C)C(=O)C(O)(c1ccccc1)c1ccccc1
9. CC(C)CN(C(=O)COc1ccc2ccc(=O)oc2c1)C1CCS(=O)(=O)C1 (stereo not given)
10. CC(C)(O)C#Cc1ccc(CN2CCN(C3CCCCC3)C(CCO)C2)cc1 (stereo not given)

assay / entry,1,2,3,4,5,6,7,8,9,10
Tn7 DDE FP,8,0,-1,-2,-3,-4,0,2,3,0
UHRF1 MBD2 ctr,1,0,-1,1,1,-1,-3,-2,1,-1
ASAP1 GAP inh,7,4,-6,.,-4,-2,6,3,12,1
KLK7 zymogen act,-0.2,-0.6,-0.5,0.8,-0.5,-0.5,0.2,-0.9,-0.1,-0.7
ARFGAP1 inh,2,-1,19,.,19,.,6,-5,12,-1
sPLA2-III inh,11,-6,4,-17,1,-7,4,-2,7,0
PLC-beta3 inh,-1,1,-9,5,-22,2,-5,1,-16,-1
PLCg1 inh,2,6,2,5,-14,3,-5,1,-6,0
NR1D1 modulator,1,7,5,-2,-1,0,-1,-1,-3,-1
DDE Tn6 FP inh,1,-4,1,7,4,-8,-5,6,-1,-2

11. O=C(Nc1ccc(OCCO)cc1)c1csc([C@H]2C[C@H](O)[C@@H](CO)O2)n1
12. COc1ccc(NC2CCCN(Cc3cccc4cnccc34)C2)cc1OC (stereo not given)
13. CCOC(=O)C1CCCCN1Cc1cn(C)nc1-c1ccccc1F (stereo not given)
14. Cc1c(Cl)cccc1NC(=O)C(=O)NNC(=O)c1ccccc1F
15. CN(C)C(=O)CNc1ccn2nc(-c3cccc(OCCN4CCOCC4)c3)cc2n1
16. CCOc1ccc(S(=O)(=O)N2CCCC(C(=O)N3CCOCC3)C2)cc1Cl (stereo not given)
17. Cc1ccccc1-c1cc2nc(NCc3ccccc3F)n(C)c(=O)c2s1
18. Cc1ccc([C@@H]2CC(=O)[C@@H]3CN(S(=O)(=O)c4ccc(C)cc4)[C@H](c4cccc5ccccc45)C[C@@H]3N2S(=O)(=O)c2ccc(Cl)cc2)cc1
19. CCOC(=O)N1CCN(C(=O)c2cn(CC)c3ccc(S(=O)(=O)N4CCCCC4)cc3c2=O)CC1
20. Oc1ccc(C[C@H]2CNC(=S)N2C[C@H]2CCCN2C[C@H](Cc2ccccc2)N2C[C@H](Cc3ccc(O)cc3)N(CC3CCCCCC3)C2=S)cc1

assay / entry,11,12,13,14,15,16,17,18,19,20
Tn7 DDE FP,-2,3,4,4,6,3,-1,-7,-6,4
UHRF1 MBD2 ctr,-3,-9,4,-1,-1,-1,-1,-5,-1,-2
ASAP1 GAP inh,4,-1,-18,8,2,3,13,3,-13,14
KLK7 zymogen act,0.6,-0.3,0.7,-0.9,1.3,0.2,0.5,-0.1,-0.3,-1.2
ARFGAP1 inh,0,-8,-5,-16,-5,9,1,6,6,0
sPLA2-III inh,0,3,9,4,-3,1,5,-4,-7,8
PLC-beta3 inh,-1,-9,-10,-4,-43,0,1,1,2,5
PLCg1 inh,-1,-6,1,-1,-34,-1,2,2,0,4
NR1D1 modulator,-2,3,1,-3,-4,2,-8,0,-7,-3
DDE Tn6 FP inh,-4,0,1,11,2,3,-1,-3,-3,-4

21. CCc1c(C2(O)CCCCC2)[nH]c2ccc(C#N)cc12
22. CCOc1ccc(N(CC(=O)Nc2cccnc2)S(=O)(=O)c2ccc(C)cc2)cc1
23. CCCCNC(=O)c1ccc2c(c1)N(CC)C(=O)CS2
24. CCCc1ncc(CN2CCCC(C(=O)Nc3ccc(-c4cccc(OC)c4)cc3)C2)cn1 (stereo not given)
25. CCc1c(C)nc(N)nc1Cl
26. Cc1cccc(CN(C)C[C@H]2OCc3cnnn3CCCC(=O)N([C@H](C)CO)C[C@@H]2C)c1
27. Cc1ccc(CC2CC(=O)N(CCc3ccc4c(c3)OCO4)C2=O)cc1 (stereo not given)
28. Cc1ccc(S(=O)(=O)N2[C@H](CC(=O)c3cccc4ccccc34)OC[C@@H]2C)cc1
29. O=C(CSc1nn(-c2ccc(F)cc2)c(=S)s1)N1CCN(C(=O)c2ccco2)CC1
30. CC1=C(C(=O)OCC2CCCO2)C(c2ccc(C)cc2)C2=C(CCCC2=O)N1 (stereo not given)

assay / entry,21,22,23,24,25,26,27,28,29,30
Tn7 DDE FP,-2,6,-3,-10,-10,0,7,1,9,-9
UHRF1 MBD2 ctr,4,-2,2,0,0,-2,-1,8,-1,-1
ASAP1 GAP inh,-2,-7,-7,9,7,-7,-2,1,1,-10
KLK7 zymogen act,0.3,0.4,0.0,-0.3,-0.2,-0.4,0.2,0.5,0.2,3.2
ARFGAP1 inh,13,7,-7,4,8,4,-5,-19,8,8
sPLA2-III inh,-26,-20,3,-24,2,0,1,-13,-7,-2
PLC-beta3 inh,-20,-3,-1,-5,-4,2,3,-9,-3,-202
PLCg1 inh,-12,1,5,0,5,-3,2,2,3,-142
NR1D1 modulator,0,-4,5,0,0,-9,0,3,-1,-6
DDE Tn6 FP inh,6,2,-5,8,0,10,-1,-7,3,7

A second format for some results above:
Every second line gives: Tn7 DDE FP | UHRF1 MBD2 ctr | ASAP1 GAP inh | KLK7 zymogen act | ARFGAP1 inh | sPLA2-III inh | PLC-beta3 inh | PLCg1 inh | NR1D1 modulator | DDE Tn6 FP inh
17	Cc1ccccc1-c1cc2nc(NCc3ccccc3F)n(C)c(=O)c2s1
    -1 | -1 | 13 | 0.5 | 1 | 5 | 1 | 2 | -8 | -1
18	Cc1ccc([C@@H]2CC(=O)[C@@H]3CN(S(=O)(=O)c4ccc(C)cc4)[C@H](c4cccc5ccccc45)C[C@@H]3N2S(=O)(=O)c2ccc(Cl)cc2)cc1
    -7 | -5 | 3 | -0.1 | 6 | -4 | 1 | 2 | 0 | -3
19	CCOC(=O)N1CCN(C(=O)c2cn(CC)c3ccc(S(=O)(=O)N4CCCCC4)cc3c2=O)CC1
    -6 | -1 | -13 | -0.3 | 6 | -7 | 2 | 0 | -7 | -3
20	Oc1ccc(C[C@H]2CNC(=S)N2C[C@H]2CCCN2C[C@H](Cc2ccccc2)N2C[C@H](Cc3ccc(O)cc3)N(CC3CCCCCC3)C2=S)cc1
    4 | -2 | 14 | -1.2 | 0 | 8 | 5 | 4 | -3 | -4
21	CCc1c(C2(O)CCCCC2)[nH]c2ccc(C#N)cc12
    -2 | 4 | -2 | 0.3 | 13 | -26 | -20 | -12 | 0 | 6
22	CCOc1ccc(N(CC(=O)Nc2cccnc2)S(=O)(=O)c2ccc(C)cc2)cc1
    6 | -2 | -7 | 0.4 | 7 | -20 | -3 | 1 | -4 | 2
23	CCCCNC(=O)c1ccc2c(c1)N(CC)C(=O)CS2
    -3 | 2 | -7 | 0.0 | -7 | 3 | -1 | 5 | 5 | -5
24	CCCc1ncc(CN2CCCC(C(=O)Nc3ccc(-c4cccc(OC)c4)cc3)C2)cn1 (stereo not given)
    -10 | 0 | 9 | -0.3 | 4 | -24 | -5 | 0 | 0 | 8
25	CCc1c(C)nc(N)nc1Cl
    -10 | 0 | 7 | -0.2 | 8 | 2 | -4 | 5 | 0 | 0
26	Cc1cccc(CN(C)C[C@H]2OCc3cnnn3CCCC(=O)N([C@H](C)CO)C[C@@H]2C)c1
    0 | -2 | -7 | -0.4 | 4 | 0 | 2 | -3 | -9 | 10
27	Cc1ccc(CC2CC(=O)N(CCc3ccc4c(c3)OCO4)C2=O)cc1 (stereo not given)
    7 | -1 | -2 | 0.2 | -5 | 1 | 3 | 2 | 0 | -1
28	Cc1ccc(S(=O)(=O)N2[C@H](CC(=O)c3cccc4ccccc34)OC[C@@H]2C)cc1
    1 | 8 | 1 | 0.5 | -19 | -13 | -9 | 2 | 3 | -7

Remaining list, next part:
31. O=C(OCc1nc2ccccc2[n+]([O-])c1C(=O)c1ccccc1)c1cccs1
32. COCCn1nnnc1C(c1ccc(O)c(OC)c1)N1CCc2ccccc2C1 (stereo not given)
33. O=C(Nc1ccccc1)N1CCC(C(=O)N(Cc2ccco2)Cc2cccs2)CC1
34. Cc1ccc(N2CCN(C(=O)C3CCC(=O)N(Cc4ccc(Cl)cc4)C3)CC2)c(C)c1 (stereo not given)
35. O=C(O)/C=C/C(=O)c1c(-c2ccccc2)[nH]c2ccccc12
36. CC(=O)Nc1ccc(CN2CCC(n3nccc3NC(=O)CCc3ccccc3)CC2)cc1
37. COc1ccc(C23CC4CC(CC(C(=O)O)(C4)C2)C3)c(F)c1
38. CCOC(=O)C(NS(=O)(=O)c1ccc(C)cc1)(C(F)(F)F)P(=O)(OCC(C)C)OCC(C)C (stereo not given)
39. Cc1cc(C)c(C#N)c(SCS(=O)Cc2ccc(Cl)cc2)n1 (stereo not given)
40. CCOc1ccccc1N(CC(=O)NC(C)(C)C)C(=O)c1ccc(CN2CCOCC2)o1

assay / entry,31,32,33,34,35,36,37,38,39,40
Tn7 DDE FP,-9,-11,2,-3,0,8,0,-1,-5,-7
UHRF1 MBD2 ctr,4,3,2,0,5,-3,3,3,-1,4
ASAP1 GAP inh,-3,-3,8,4,8,1,11,-5,-9,-4
KLK7 zymogen act,0.1,-0.1,0.1,0.8,-0.1,0.3,0.5,-0.5,-0.4,-0.3
ARFGAP1 inh,-2,1,5,6,-8,6,0,0,3,-1
sPLA2-III inh,3,2,-4,-5,11,0,8,7,-15,5
PLC-beta3 inh,4,3,-2,-8,-4,-5,-7,3,4,3
PLCg1 inh,5,6,-1,3,-2,-1,3,1,2,-1
NR1D1 modulator,0,-3,-3,-6,0,-1,5,-5,0,6
DDE Tn6 FP inh,-2,10,-2,-8,-1,4,-3,-4,4,-16

41. O=C(Nc1ccc(N2CCOCC2)cc1)C1CCN(C(=O)OCc2ccccc2)CC1
42. COC(=O)C1CN(S(=O)(=O)c2ccccc2)CCN1S(=O)(=O)c1ccccc1 (stereo not given)
43. CC(C)NC(=O)C(=O)c1cn(C)c2ccccc12
44. C/C(=N\NC(=O)c1ccc(N/N=C(\C)c2ccc(O)cc2)cc1)c1ccc(O)cc1

assay / entry,41,42,43,44
Tn7 DDE FP,7,0,1,3
UHRF1 MBD2 ctr,4,2,2,-4
ASAP1 GAP inh,4,11,-18,-6
KLK7 zymogen act,0.6,-0.9,-0.4,-3.5
ARFGAP1 inh,1,4,-2,2
sPLA2-III inh,1,-3,4,-7
PLC-beta3 inh,-7,0,-2,-164
PLCg1 inh,-1,1,5,-112
NR1D1 modulator,-2,0,-6,5
DDE Tn6 FP inh,3,2,1,5

Screens deposited in PubChem by several laboratories.
